BoNT A protease: inhibitors of Botulinum neurotoxin A light chain protease. multiplex microsphere protease substrate cleavage, flow cytometry. inhibition, % at 10 µM. actives 0.17% (n = 360,000); in the data active = inhibition above about 30%; inconclusive = no clear call, values can overlap the other calls; also: plate controls were buffer without enzyme for full effect and enzyme alone for no effect
Mtb UGM inh: inhibitors of M. tuberculosis UDP-galactopyranose mutase; actives 0.06% (n = 320,000); purified UGM, fluorescence polarization probe displacement; inhibition, % at 10 µM; in the data active = inhibition above about 10%, passing the limit was not always enough; inconclusive = no clear call, values can overlap the other calls
Target sequence (P9WIQ1 whole entry, looked up): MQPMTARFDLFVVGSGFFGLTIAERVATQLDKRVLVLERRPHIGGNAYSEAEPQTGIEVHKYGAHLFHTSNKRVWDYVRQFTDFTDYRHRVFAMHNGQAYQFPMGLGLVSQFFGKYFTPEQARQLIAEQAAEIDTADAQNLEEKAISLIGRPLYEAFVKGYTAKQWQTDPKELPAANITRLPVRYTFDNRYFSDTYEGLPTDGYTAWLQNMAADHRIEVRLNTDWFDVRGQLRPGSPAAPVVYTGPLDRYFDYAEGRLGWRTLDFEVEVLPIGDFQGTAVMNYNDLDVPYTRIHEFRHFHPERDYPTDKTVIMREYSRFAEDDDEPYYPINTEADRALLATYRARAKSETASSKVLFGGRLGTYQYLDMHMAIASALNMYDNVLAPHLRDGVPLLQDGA
FadD28 FP inh: inhibitors of Mycobacterium tuberculosis FadD28 bisubstrate binding; FadD28 bisubstrate probe binding, fluorescence polarization; inhibition, % at 12.5 µM; actives 0.22% (n = 360,000); AID 588549; in the data active = inhibition above about 8.5%, passing the limit was not always enough; inconclusive = no clear call, values can overlap the other calls
BioA inh: BioA (M. tuberculosis) enzyme inhibition; purified M. tuberculosis BioA enzyme, plate reader; inhibition, % at 9.99 µM; actives 0.096% (n = 360,000); AID 602481; in the data active = inhibition above about 40%; inconclusive = no clear call, values can overlap the other calls
FBA Mtb inh: inhibitors of M. tuberculosis fructose-bisphosphate aldolase. actives 2.3% (n = 360,000). AID 588726. purified M. tuberculosis FBA, fluorescence read-out. inhibition, % at 1 µM. P9WQA3; in the data active = inhibition above about 27%;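 also: 0% = vehicle and 100% = reference inhibitor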
Target sequence (P9WQA3 whole entry, looked up): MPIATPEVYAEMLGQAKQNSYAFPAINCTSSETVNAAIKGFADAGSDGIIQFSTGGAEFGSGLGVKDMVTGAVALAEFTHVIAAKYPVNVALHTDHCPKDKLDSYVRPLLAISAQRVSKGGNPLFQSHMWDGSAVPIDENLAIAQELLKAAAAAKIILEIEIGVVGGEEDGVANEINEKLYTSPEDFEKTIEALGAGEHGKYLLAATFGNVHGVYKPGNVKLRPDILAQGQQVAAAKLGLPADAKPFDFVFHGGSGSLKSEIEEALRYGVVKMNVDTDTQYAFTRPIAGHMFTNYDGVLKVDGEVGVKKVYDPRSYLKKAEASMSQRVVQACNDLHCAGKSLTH
BoNT F protease: inhibitors of Botulinum neurotoxin F light chain protease; actives 0.22% (n = 360,000); inhibition, % at 10 µM; AID 588497; Multiplex microsphere protease cleavage assay, flow cytometry; in the data active = inhibition above about 35%, passing the limit was not always enough; inconclusive = no clear call, values can overlap the other calls; also: plate controls were buffer without enzyme for full effect and enzyme alone for no effect
PrPC TRFRET: cell surface PrPC inhibition, primary TR-FRET screen | TR-FRET read-out | inhibition, % at 13.8 µM | actives 0.43% (n = 370,000); in the data active = inhibition above about 24%; also: 0% = median of the test wells and 100% = reference compound wells
GDH-TPI inh: inhibits GDH-TPI coupling enzymes, artifact for Mtb FBA screen. actives 1.2% (n = 360,000). GDH-TPI coupled enzyme counterscreen, NADH absorbance. inhibition, % at 4.8 µM;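 also: 0% = DMSO wells and 100% = wells lacking the enzyme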
CCHF vOTU inh: CCHFV vOTU protease inhibition | inhibition, % at 11.5 µM | Pep-AMC fluorescence | actives 0.55% (n = 370,000); also: 0% = vehicle wells with enzyme and 100% = no enzyme wells
The depositor's hits bear a star; ? = inconclusive; nt = no result given; & = joins results of further samples. Rule as the data show it, unless noted: active = inhibition above about 30%; inactive = the rest. The order is random; overall some 4.8% were active at least once.

SMILES	BoNT A protease	Mtb UGM inh	FadD28 FP inh	BioA inh	FBA Mtb inh	BoNT F protease	PrPC TRFRET	GDH-TPI inh	CCHF vOTU inh
O=C(NC1CC1)C1=C[C@@H](c2coc3ccccc3c2=O)C[C@@H](OCc2ccc(CO)cc2)O1	-0.3	-1.8	-6.0	1.8&-1.9	-2	-1	-3	-5	-1
O=C(CN1CCN(c2ccccc2)CC1)N1N=CCC1c1ccccc1 (configuration not stated)	0.1	-0.2	-1.6	-0.6	-1	-9	6	2	4
C=CC[C@H](CC(=O)OC(C)(C)C)C(=O)OC[C@H]1CCCN1C(=O)[C@@H](CC=C)CC(=O)N(CCO)Cc1ccccc1	-0.5	-1.1	-0.9	2.3	0	-1	-7	0	7
CCCc1c(C(=O)N/N=C/c2cccc3ccccc23)nnn1-c1nonc1N	0.9	0.0	1.1	-7.6	2	0	-4	32*	-1
C=C(C=O)CC1CC(O)[C@]2(C)OC3CC4OC5C[C@]6(C)O[C@]7(C)CCC8OC9C[C@]%10(C)OC%11C(C)=CC(=O)OC%11CC%10OC9C[C@@H](C)C8OC7CC6O[C@]5(C)CC5OC5C4OC3CC2O1 (some centres not stated)	-0.3	-1.0	-0.7	-0.7	0	-11	nt	8	nt
CCn1c(SCC(=O)N(C)C2CCS(=O)(=O)C2)nnc1-c1ccccc1 (configuration not stated)	-0.4	-0.4	-0.8	0.8	1	-1	-4	0	-13
CCOc1ccc2nc(N3CCCC(C(=O)NC4CCCC4)C3)sc2c1 (configuration not stated)	-2.0	1.3	-1.6	-2.1	0	-6	3	2	6
CCN(CC)C(=O)C1CCN(Cc2cn(C)nc2-c2ccc(Oc3ccccc3)cc2)CC1	0.1	-0.1	-3.7	nt	-1	-4	-5	-2	5
O=C(CSc1nnc2ccc(-c3ccncc3)nn12)c1cccs1	1.2	1.7	-3.8	7.1	3	-2	-27	-9	-4
Cc1cc(=O)n2nc(N3CCCC(C(=O)NC4CCC(C)CC4)C3)sc2n1 (configuration not stated)	0.0	0.1	-2.3	-1.0	-2	-3	0	12	11
CC(C)CNS(=O)(=O)c1ccc(OCC(=O)Nc2ccc3c(c2)OCCO3)cc1	1.0	-1.0	0.6	nt	3	3	2	10	4
CCOC(=O)C1(C)CCCN(C(=O)c2cc(F)ccc2C)C1 (configuration not stated)	0.0	nt	-0.7	-1.1	-3	2	9	2	13
COc1ccc(S(=O)(=O)N2CCOCC2)cc1NC(=O)CSc1cccc[n+]1[O-]	0.0	2.1	-1.6	-0.2	-2	-2	2	-3	-14
COc1ccc(-c2nnn(CC(=O)Nc3ccc4c(c3)OCCO4)n2)cc1OC	0.1	-0.4	-0.3	0.6	2	-5	nt	4	nt
COc1ccccc1C1C(C(=O)c2cc3ccccc3o2)=C(O)C(=O)N1CCN(C)C (configuration not stated)	1.5	-1.6	-1.3	4.4	2	9	-3	20	11

Six compounds drawn at random from the list so far:
SMILES	BoNT A protease	Mtb UGM inh	FadD28 FP inh	BioA inh	FBA Mtb inh	BoNT F protease	PrPC TRFRET	GDH-TPI inh	CCHF vOTU inh
COc1ccc(S(=O)(=O)N2CCOCC2)cc1NC(=O)CSc1cccc[n+]1[O-]	0.0	2.1	-1.6	-0.2	-2	-2	2	-3	-14
COc1ccccc1C1C(C(=O)c2cc3ccccc3o2)=C(O)C(=O)N1CCN(C)C (configuration not stated)	1.5	-1.6	-1.3	4.4	2	9	-3	20	11
CCN(CC)C(=O)C1CCN(Cc2cn(C)nc2-c2ccc(Oc3ccccc3)cc2)CC1	0.1	-0.1	-3.7	nt	-1	-4	-5	-2	5
CCn1c(SCC(=O)N(C)C2CCS(=O)(=O)C2)nnc1-c1ccccc1 (configuration not stated)	-0.4	-0.4	-0.8	0.8	1	-1	-4	0	-13
O=C(CN1CCN(c2ccccc2)CC1)N1N=CCC1c1ccccc1 (configuration not stated)	0.1	-0.2	-1.6	-0.6	-1	-9	6	2	4
CCOc1ccc2nc(N3CCCC(C(=O)NC4CCCC4)C3)sc2c1 (configuration not stated)	-2.0	1.3	-1.6	-2.1	0	-6	3	2	6

Other entries.
SMILES	BoNT A protease	Mtb UGM inh	FadD28 FP inh	BioA inh	FBA Mtb inh	BoNT F protease	PrPC TRFRET	GDH-TPI inh	CCHF vOTU inh
O=C(CS(=O)(=O)Cc1ccccc1)Nc1ccccc1Cl	0.2	1.9	-1.8	nt	2	2	-3	-3	9
COc1cccc(NC(=O)[C@@H](NC(=O)N2C[C@H]3C[C@@H](C2)c2cccc(=O)n2C3)C(C)C)c1	-0.5	-0.5	-2.6	0.1	0	-5	1	-1	-4
Cc1onc(C(=O)/C=C/N(C)C)c1C(=O)Nc1nccs1	-0.2	-1.4	-1.7	-1.7	0	-7	-12	10	2
CCN(Cc1ccccc1)C(=O)c1cccs1	-0.1	nt	0.4	-0.8	1	-6	4	2	8
CCCCCn1cc(C(=O)C(=O)N2CCOCC2)c2ccccc21	2.3	2.9	-3.7	-1.3	-3	6	2	13	1
O=C(NCc1cccnc1)C1CCN(S(=O)(=O)c2cccc(C(F)(F)F)c2)CC1	0.0	1.4	-3.9	3.1	0	-1	0	4	18
O=S(=O)(NC1CC1)c1ccc(S(=O)(=O)N(Cc2ccccn2)C2CCCC2)cc1	-0.4	1.0	1.6	2.4	2	-3	-3	-2	-7
O=C(CCn1nc(-c2ccccc2)c2ccccc2c1=O)NN1CCOCC1	-0.3	-0.2	-1.3	-0.6	-2	7	-2	-8	3
CCOCC(=O)Nc1ccc2c(c1)OCCO2	1.8	1.6	0.0	0.6	1	3	5	6	7
COc1ccc(NC(=O)c2cc(C3CCCCN3C(=O)OCCF)on2)c(C)c1 (configuration not stated)	-0.7	nt	0.5	-0.2	-3	-6	-2	5	-3
O=C(NCCN1CCOCC1)c1cc(-c2ccc(Cl)s2)nc2ccccc12	-1.7	-1.2	-0.3	-2.6	93*	25	-11	21	-49
CCOc1ccc(NC(=O)c2cc3ccccc3cc2OC)cc1	-1.3	-4.5	-0.8	0.5	0	?	15	7	17
Cc1c(/C=N/O)c2ccccn2c1C=O	0.5	-3.0	0.5	nt	3	0	-6	7	-1
COc1ccc(NC(=O)Nc2nnc(C(C)(C)C)s2)cc1	-0.5	1.5	-1.3	nt	-1	3	-5	-4	6
Cc1cccc(N=Nc2c(C)c(C#N)c(O)[nH]c2=O)c1	-1.4	-3.1	1.5	nt	-4	-2	10	9	-8
CSC1=N/C(=C\C=C\c2cccs2)C(=O)S1	4.6	5.3	-0.5	0.2	-7	-11	0	5	7
O=C(NCCOc1ccc(F)cc1)C1CCC(=O)N(CCCN2CCCC2=O)C1 (configuration not stated)	0.3	1.3	-0.1	-0.7	2	-2	0	-4	14
COC(=O)C1CCN(C(=O)c2oc3c(Cl)cc(C)cc3c2C)CC1	-1.2	1.9	-4.4	6.0	0	-5	9	-2	-2
CCCCCn1nc(C(=O)N(CC(C)C)c2c(N)n(CCCC)c(=O)[nH]c2=O)c2ccccc2c1=O	3.2	-1.7	2.1	-3.2	6	-1	2	3	11
COc1cc(NC(=O)c2onc(C)c2Cl)c(OC)cc1Cl	-0.3	8.1	-0.5	9.2	-1	-8	2	-13	-4
O=C(O)c1cccnc1SCC(=O)C12CC3CC(CC(C3)C1)C2	-0.7	5.4	-1.1	-0.6	1	4	8	-1	-3
CCOC(=O)C1C(=O)NC23CCCC2C1c1ccccc1O3 (configuration not stated)	-0.5	2.4	-2.7	-1.9	0	1	-4	-4	-16
COC(=O)CCC(=O)Nc1cccc(C(=O)Nc2cccc(Cl)c2)c1	-1.8	0.4	-2.5	11	0	-28	12	11	12
CC(C)(C)CC(C)(C)N=C1NS(=O)(=O)c2cc([N+](=O)[O-])ccc21	-0.6	0.2	-4.1	nt	-4	-5	-12	2	-1
CCCS(=O)(=O)N1CCCC(C(=O)Oc2ccc(Cl)cc2)C1 (configuration not stated)	-0.1	-1.6	-1.3	-1.7	2	5	7	10	-12
COc1cccc(CNc2nc(NC(C)C)nc3ccsc23)c1	-0.6	nt	-4.0	-0.1	2	-2	-6	4	0
O=C(Cn1nc(-c2ccccc2)c2ccccc2c1=O)NCCN1CCOCC1	-0.1	2.8	-1.2	-1.6	3	6	-4	5	1
CCOc1ccccc1C1CC(=O)NC(SCC(=O)Nc2nccs2)=C1C#N (configuration not stated)	-0.3	3.5	-5.4	-0.1	-1	-12	5	-4	8
COc1cc(C2N(Cc3ccccc3)CCN2Cc2ccccc2)ccc1OC(C)=O	-4.8	-3.5	-3.7	3.5	-4	?	5	15	7
CC1CN(c2ccc(Cl)cc2[N+](=O)[O-])CCN1S(C)(=O)=O (configuration not stated)	1.4	1.4	-2.3	nt	0	-15	-20	11	-13
CCNC(=O)C1(C)CCN1CCC(=O)c1ccc(C)cc1 (configuration not stated)	-0.3	nt	-2.3	0.3	5	-2	3	11	-12
COCCNc1nc(NCc2ccc(C(C)C)cc2)c2sccc2n1	-0.3	nt	-3.5	0.3	2	1	21	9	11
COC(=O)N/N=C/c1ccc([N+](=O)[O-])s1	0.1	-1.1	-1.3	0.5	-1	0	-58	18	2
COc1ccc(/C=N/Nc2cc(N(C)C)nc(N(C)C)n2)cc1	-1.3	1.1	-1.1	nt	2	-9	6	24	2
CCOC(=O)C1CCCN(S(=O)(=O)c2cccs2)C1 (configuration not stated)	0.5	-0.2	-2.6	nt	2	-2	1	15	-6
O=C(COc1ccc(Cl)cc1Cl)NN=C1c2ccccc2-c2ccccc21	-0.4	-0.1	-4.4	nt	1	-3	-4	19	-3
COc1ccc(Nc2nnc(SCC(=O)c3cc(C)n(CC4CCCO4)c3C)s2)cc1 (configuration not stated)	-0.5	2.3	-0.3	-0.9	-1	-20	3	10	12
COc1ccccc1Cc1c(-c2ccc(Cl)cc2)nc2c(Cl)cc(C(F)(F)F)cn12	1.0	nt	nt	nt	nt	-2	-6	nt	10
CCCCOc1ccc(C(=O)NCC(=O)NCC(=O)OCC)cc1	0.9	-1.4	-20	-2.6	4	0	-5	2	0
Cc1cccc(Oc2nccc(C(F)(F)F)c2C(=O)Nc2ccc(F)cc2F)c1	?	3.9	-1.1	nt	1	?	1	6	-2
Nc1nc(SCc2ccc(Cl)cc2Cl)c2ncn(C3OC(CO)C(O)C3O)c2n1 (configuration not stated)	-0.2	nt	-8.6	2.9	-4	-2	-3	-4	5
COCC(=O)N1C[C@H]2CON(C)[C@H]2C[C@H]1c1ccc(N2CCCCC2)cc1	0.5	nt	-1.3	-1.3	-1	-5	-7	nt	2
Cc1[nH]c2ccccc2c1CCNC(=O)c1ccc2nccnc2c1	5.6	2.8	-1.1	1.1	1	?	-11	12	1
COc1ccc(OC)c(C2CC(=O)OC3=C2C(=O)CC(C)(C)C3)c1 (configuration not stated)	0.3	-1.5	-1.8	nt	1	-4	-7	4	6
CCCCn1c(N)c(N(CC(C)C)C(=O)c2ccc(N3C(=O)c4ccccc4C3=O)cc2)c(=O)[nH]c1=O	-3.5	3.4	0.6	-1.7	-1	-4	4	-1	-5
Cc1cc(=O)[nH]c(SCC(=O)c2ccc(O)c(O)c2)n1	-0.7	0.6	-3.9	2.4	0	33	7	18	13
COc1ccc(OC)c(/C=N/c2oc(-c3ccco3)c(-c3ccco3)c2C#N)c1	0.0	0.5	0.9	0.6	2	1	-5	24	-10
FC(F)(F)c1cccc(Nc2nc(N3CCOCC3)nc(N3CCOCC3)n2)c1	0.6	0.6	0.1	-2.4	6	-15	1	11	5
Cc1c(C(=O)NCc2ccccc2C(F)(F)F)sc(=O)n1Cc1ccc2ccccc2c1	0.5	nt	-3.0	-1.9	-2	-6	7	-4	21
O=C(CN1C(=O)c2ccccc2C1=O)Nc1sc2c(c1C(=O)NCC1CCCO1)CCC2 (configuration not stated)	-0.5	nt	0.9	-1.3	6	-1	5	18	-10
O=C(C1=C[C@H](C2CC2)C[C@H](OCCCCO)O1)N1CCN(Cc2ccccc2)CC1	0.0	1.3	0.0	-0.1	0	-8	1	4	-5
CCC(C(=O)N1CCCCCC1)n1nc(C)n2c(cc3occc32)c1=O (configuration not stated)	nt	-1.2	-2.8	2.9	2	nt	3	-3	16
Cc1ccc2[nH]c(=O)c(CN(CC3CCCO3)S(=O)(=O)c3cccc4nsnc34)cc2c1 (configuration not stated)	0.7	nt	-3.0	nt	1	7	-22	-1	7
